CYP2C19 act: activators of human cytochrome P450 2C19 | P33261 | recombinant CYP2C19, luciferin-H EGE luminescence; hits give high values; 0 = fully inhibited enzyme, 1 = untreated enzyme | activation factor at 5 µM | 96,000 tested, under 10 active;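 active = activation factor of at least 2 at 5 µM in the primary screen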;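 note: 0 = wells with 2.5 mM tranylcypromine and 1 = vehicle-only wells; values of inactives mirror those of a sister screen read the other way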
CYP2C9 inhib: inhibitors of human CYP2C9; AID 777; 96,000 compounds, 20% hits; inhibition, % at 5 µM; CYP2C9 Supersomes, luciferin-H conversion, luminescence;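 active = blocking of liver enzyme CYP2C9 beyond about 50% at 5 µM, limit read from the data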; note: values of inactives mirror those of a sister screen read the other way
PostGolgi yeast: growth inhibition of a yeast mutant, post-Golgi transport screen. post-Golgi transport phenotypic cell assay. inhibition, % at 10 µM. 98,000 compounds, 0.9% hits. AID 739; in the data active = inhibition above about 30%;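 note: yeast cells grown in 1536-well plates; yeast grown about 18 h at 30C before absorbance read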
CYP2C19 inhib: blocks human cytochrome P450 2C19. 96,000 compounds, 21% hits. CYP2C19 Supersomes, luciferin-H EGE luminescence, 30 min. inhibition, % at 5 µM;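 active = CYP2C19 inhibition above a set limit at 5 µM in the primary screen, cut at about 50% in these data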;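 note: plate controls were negative control wells for no effect and 2.5 mM tranylcypromine positive control for full effect; values of inactives mirror those of a sister screen read the other way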
E coli WT exp: E. coli BW25113 growth inhibition, expanded screen. growth inhibition, % at 100 µM. 98,000 compounds, 0.15% hits. OD600 absorbance. AID 710;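 active = growth inhibition above about 50% at one test dose, limit read from the data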;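 note: growth measured after 20 h incubation at 37 °C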
PLAP act: activates human placental alkaline phosphatase; purified PLAP enzyme, luminescent substrate read-out; hits give high values; activation fold at 20 µM; 96,000 compounds, 1.2% hits; in the data active = activation fold above about 2
Target sequence (P05187 whole entry, looked up): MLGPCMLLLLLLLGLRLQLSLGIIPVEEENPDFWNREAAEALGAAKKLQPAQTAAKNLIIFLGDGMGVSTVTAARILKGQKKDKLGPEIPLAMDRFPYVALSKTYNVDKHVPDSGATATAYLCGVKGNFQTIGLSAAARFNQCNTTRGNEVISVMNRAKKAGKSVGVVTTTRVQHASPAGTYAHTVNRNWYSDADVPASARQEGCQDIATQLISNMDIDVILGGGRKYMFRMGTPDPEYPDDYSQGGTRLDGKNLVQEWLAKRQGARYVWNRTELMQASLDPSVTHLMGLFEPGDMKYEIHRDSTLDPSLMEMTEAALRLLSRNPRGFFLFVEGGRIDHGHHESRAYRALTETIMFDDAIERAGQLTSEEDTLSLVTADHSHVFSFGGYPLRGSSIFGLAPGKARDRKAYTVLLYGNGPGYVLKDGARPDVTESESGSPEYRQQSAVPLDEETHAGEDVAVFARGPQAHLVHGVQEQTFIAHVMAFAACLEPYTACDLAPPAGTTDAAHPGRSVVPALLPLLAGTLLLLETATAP
PTK2B oligo ant: blocks oligomerization of human Pyk2 in cells | Q293 cells, Pyk2 FERM NanoBiT luminescence; hits give low values | z-score (the deposit names both 25 µM and 10 µM) | 99,000 compounds, 0.83% hits | Q14289;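 active = Z-score of -3 or lower, scaled per plate to the spread of control and sample wells; inactive = z-score above -3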;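 note: negative z-score means lost luminescence so less FERM oligomerization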
EphB4 ephrin blk: EphB4-ephrin-B2 interaction antagonism; EphB4 LBD / TNYL-RAW-Alexa532 peptide, fluorescence polarization; inhibition, % at 7 µM; 97,000 compounds, 0.15% hits;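 active = inhibition above the screen-wide mean inhibition plus 3 SD, cut at about 15% in these data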;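 note: 0% = DMSO wells and 100% = excess unlabeled TNYL-RAW peptide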
CYP2C9 act: CYP2C9 (human) activation; 96,000 compounds, 1.4% hits; activation factor at 5 µM; recombinant CYP2C9, luciferin-H conversion, luminescence; hits give high values; factor 1 = untreated enzyme, 0 = blocked; P11712; AID 1024;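 active = activation factor of 2 or more for CYP2C9 at a 5 µM dose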;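 note: 0 = sulfaphenazole-blocked wells and 1 = vehicle-only wells; values of inactives mirror those of a sister screen read the other way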
Active calls of the source: *; . = no result given.

SMILES	CYP2C19 act	CYP2C9 inhib	PostGolgi yeast	CYP2C19 inhib	E coli WT exp	PLAP act	PTK2B oligo ant	EphB4 ephrin blk	CYP2C9 act
CCSc1nc(-c2ccc(OC)cc2)cc(-c2ccccc2)c1C#N	0.7	65.5*	-7.5	31.4	-21.0	0.8	0.03	-11.3	0.3
CC(=O)NC(CCS(C)(=O)=O)C(=O)N1CCc2ccccc21 (stereo not drawn)	1.1	-10.4	18.4	-7.2	-1.0	1	-0.25	3.6	1.1
Cc1cc(N2CCN(C(=O)c3ccco3)CC2)nc(-c2ccccc2)n1	0.3	55.2*	.	73.6*	.	1.7	-1.17	.	0.4
CN(C)S(=O)(=O)N1CCN(C(=O)N2CCCCCC2)CC1	1.1	-22.4	10.7	-10.6	4.0	0.9	0	0.0	1.2
O=S(=O)(N/N=C\C=C\c1ccccc1)c1ccc(Br)cc1	0.5	97.4*	-5.4	47.9	7.0	1	0.8	-0.7	0
O=C(CC12CC3CC(CC(C3)C1)C2)NCc1ccncc1	0	87.5*	0.3	99.3*	2.0	1.2	0.22	-5.4	0.1
COc1ccc(-c2nc(C#N)c(NC(C)c3ccccc3)o2)cc1OC (stereo not drawn)	0.6	53.0*	11.3	40.0	-7.0	1.1	-2.49	3.5	0.5
CCCC(=O)NCCc1cc2c(C)ccc(C)c2[nH]c1=O	0.9	2.2	0.3	5.2	4.0	0.9	.	-2.3	1
COC(=O)c1ccc(CSCC(=O)Nc2cc(OC)cc(OC)c2)o1	0.5	64.1*	3.3	45.4	1.0	1	1.64	-3.8	0.4
COc1cccc(N(C(=O)c2cnccn2)C(C(=O)NC2CCCCC2)c2ccc(Cl)cc2)c1 (stereo not drawn)	1.1	-10.8	18.0	-8.9	-8.0	1.4	-2.11	-6.6	1.1
CCN(CC)CCCC1(CN)OCCc2ccccc21 (stereo not drawn)	1	-3.1	7.7	-1.8	1.0	0.8	1.16	-8.4	1
CCOCCn1c(CN2CCC(Cc3ccccc3)CC2)nc2c1c(=O)n(C)c(=O)n2C	0.8	24.0	.	22.2	.	1.4	1.17	2.2	0.8
CC(=O)c1sc(NC(=O)c2ccco2)nc1-c1ccccc1	1	19.2	11.2	-0.6	-3.0	1	.	-6.8	0.8
COc1ccccc1NC(=O)N1CCn2c(nc3ccccc32)C1	0.8	9.6	5.3	22.3	-12.0	0.8	0.68	1.2	0.9
COc1ccccc1CN1C(=O)CCC1(C)C(=O)NCc1cccnc1 (stereo not drawn)	0.9	-8.7	0.9	5.8	0.0	1	0.31	1.8	1.1
O=C(NCc1cccnc1)/C(=C/c1ccc(-c2ccc(Cl)cc2)o1)S(=O)(=O)c1ccccc1	0.3	49.4	12.7	67.2*	-14.0	1.3	-1.81	-5.2	0.5
CN(C)S(=O)(=O)c1ccc(-c2ccccc2)cc1	0.6	40.2	-0.2	36.1	6.0	0.9	0.01	-9.2	0.6
COc1ccc(-c2cc(C(=O)N3CC4(C)CC3CC(C)(C)C4)no2)cc1 (stereo not drawn)	0.9	27.0	-10.5	7.7	-4.0	1.5	0.65	-3.8	0.7
CC(=O)Nc1nc2n(n1)C(c1ccc(F)cc1)C=C(c1ccccc1)N2 (stereo not drawn)	0.9	7.2	5.1	11.6	-2.0	1.1	-0.42	-0.7	0.9
CCc1c(C(=O)Nc2ccc(S(=O)(=O)N3CCOCC3)cc2)csc1C	0.6	42.7	-1.8	35.3	-3.0	1.7	-1.49	-2.8	0.6
Cc1cc(OCC(=O)Nc2ccc(OCc3ccccc3)cc2)nc(C(C)C)n1	1	14.2	-2.4	0.8	-2.0	0.9	0.35	1.8	0.9
COCCNC(=O)Cn1cnc2c1c(=O)n(C)c(=O)n2C	1.1	9.3	-1.1	-14.1	5.0	0.8	-0.57	0.1	0.9
COc1ccc(CCn2nnnc2C(CC(C)C)N2CCN(c3ncccn3)CC2)cc1OC (stereo not drawn)	0.7	76.0*	-10.2	33.9	-4.0	1.4	-0.9	-4.4	0.2
COc1ccc(-c2noc(CN3CCN(c4ccccc4F)CC3)n2)cc1OC	0.7	45.4	5.3	33.4	-5.0	0.9	-0.01	6.5	0.5
O=C(CCc1nc(-c2ccccc2F)no1)NCCN1CCN(Cc2ccccc2)CC1	0.8	35.9	3.3	23.6	2.0	1.5	0.33	2.5	0.6
CSc1nc2ccc(NC(=O)C3CCCO3)cc2s1 (stereo not drawn)	1	3.3	-1.7	2.2	-3.0	0.9	-0.1	7.5	1
Cc1noc(C)c1COc1ccc(C(=O)OCC(=O)Nc2ccc3c(c2)OCO3)cc1	0.9	22.5	2.4	8.4	-9.0	0.9	1.39	1.6	0.8
CSCCC(NS(=O)(=O)c1ccc2ccccc2c1)C(=O)O (stereo not drawn)	1.1	11.7	8.2	-10.2	-2.0	1.3	1.07	2.1	0.9
COC(=O)c1cc(N2C(=O)C3C(C2=O)C2(C)C=CC3(C)O2)ccc1Cl (stereo not drawn)	0.9	6.5	-0.6	9.6	-2.0	1.1	.	3.7	0.9
NNC(=O)c1nn(-c2ccc(Cl)cc2)ccc1=O	1.2	-16.7	-6.1	-16.7	2.0	1	1.98	2.7	1.2
CCc1ccc2[nH]c(=O)c(CN(CCCN3CCOCC3)C(=O)Nc3ccc(Cl)cc3)cc2c1	0.6	38.2	4.2	39.2	1.0	1.4	-0.02	9.8	0.6
Cc1ccc(-c2nnc(N3CCCCC3)c3ccccc23)cc1S(=O)(=O)N(C)C	0.8	47.7	9.9	20.5	2.0	1.2	-0.08	0.8	0.5
COc1ccc(NC(=O)Nc2ccc(N(C)C)cc2)cc1	0.1	21.0	5.7	85.7*	-10.0	0.9	-1.18	-0.9	0.8
Nc1c(C(=O)NCCN2CCOCC2)c2nc3ccccc3nc2n1-c1ccccc1	0.7	28.2	-2.1	27.4	6.0	1.9	1.1	-6.1	0.7
Cc1noc(C)c1C(=O)OCC(=O)NC1CC1	0.9	7.7	-0.2	5.4	-1.0	1	-0.06	-7.0	0.9
CC(C)Sc1nc(SCC(=O)NCc2ccco2)c2c3c(sc2n1)COC(C)(C)C3	0.7	27.8	6.1	26.4	-11.0	1.6	0.43	.	0.7
N#C/C(=C\C=C\c1ccccc1[N+](=O)[O-])c1nc(-c2ccc3c(c2)OCO3)cs1	0.9	31.1	5.1	6.8	-1.0	0.7	-0.59	-3.7	0.7
CCOc1ccc(Cc2c(Cl)nc(N)nc2Cl)cc1	0.5	-3.9	8.2	52.7*	-3.0	1	-0.79	-0.6	1
CSc1nnc(-c2sc(-c3ccccc3)nc2C)n1C	0.6	72.3*	-2.3	42.2	1.0	0.9	-0.05	-6.9	0.3
COC(=O)CC1C(=O)NCCN1C(=O)CSc1nnc(Nc2ccc(C)cc2)s1 (stereo not drawn)	1.1	-4.6	-5.0	-6.5	-7.0	0.9	0.66	0.8	1
CCOC(=O)N1CCN(C(=O)CSc2nnc(-c3ccccc3OC)o2)CC1	0.7	-123.8	-3.1	26.3	5.0	1.6	-0.4	7.0	2.2*
O=C(CN1C(=O)COc2ccccc21)N1CCN(c2ccccc2F)CC1	0.6	-3.0	-1.9	44.1	3.0	1	-0.26	.	1
CCn1c(N)c(C(=O)NC)sc1=S	0.5	50.0*	0.8	52.2*	9.0	1	-0.75	.	0.5
CCOc1ccccc1C1C(C(N)=O)=C(C)Nc2nc(-c3ccc(OC)cc3)nn21 (stereo not drawn)	0.7	27.9	-1.4	32.0	7.0	1.4	-1.45	-5.8	0.7
CC(=O)N(CCP(=O)(c1ccccc1)c1ccccc1)Cc1ccco1	0.9	1.9	10.9	6.7	6.0	1	-0.07	-1.9	1
O=C1c2ccccc2C(=O)N1CCCOCc1c[nH]c(=O)[nH]c1=O	1	0.0	5.9	-3.1	2.0	1	-0.21	.	1
CCOc1ccc(C(C)=O)cc1COc1ccc(-n2cnnn2)cc1	0	78.2*	-2.7	97.0*	-11.0	0.8	0.16	.	0.2
CC(=O)N1CCN(c2ccccc2NC(=O)COc2ccc(Cl)cc2Cl)CC1	0.2	45.8	0.0	78.3*	0.0	1.1	-2.46	4.1	0.5
CCN(CC)Cc1cc(NC2=NS(=O)(=O)c3ccccc32)ccc1OC(=O)C(C)C	0.9	2.8	1.5	8.7	6.0	0.9	1.17	5.0	1

Compounds above that contain a Cl atom:
SMILES	CYP2C19 act	CYP2C9 inhib	PostGolgi yeast	CYP2C19 inhib	E coli WT exp	PLAP act	PTK2B oligo ant	EphB4 ephrin blk	CYP2C9 act
COc1cccc(N(C(=O)c2cnccn2)C(C(=O)NC2CCCCC2)c2ccc(Cl)cc2)c1 (stereo not drawn)	1.1	-10.8	18.0	-8.9	-8.0	1.4	-2.11	-6.6	1.1
O=C(NCc1cccnc1)/C(=C/c1ccc(-c2ccc(Cl)cc2)o1)S(=O)(=O)c1ccccc1	0.3	49.4	12.7	67.2*	-14.0	1.3	-1.81	-5.2	0.5
COC(=O)c1cc(N2C(=O)C3C(C2=O)C2(C)C=CC3(C)O2)ccc1Cl (stereo not drawn)	0.9	6.5	-0.6	9.6	-2.0	1.1	.	3.7	0.9
NNC(=O)c1nn(-c2ccc(Cl)cc2)ccc1=O	1.2	-16.7	-6.1	-16.7	2.0	1	1.98	2.7	1.2
CCc1ccc2[nH]c(=O)c(CN(CCCN3CCOCC3)C(=O)Nc3ccc(Cl)cc3)cc2c1	0.6	38.2	4.2	39.2	1.0	1.4	-0.02	9.8	0.6
CCOc1ccc(Cc2c(Cl)nc(N)nc2Cl)cc1	0.5	-3.9	8.2	52.7*	-3.0	1	-0.79	-0.6	1
CC(=O)N1CCN(c2ccccc2NC(=O)COc2ccc(Cl)cc2Cl)CC1	0.2	45.8	0.0	78.3*	0.0	1.1	-2.46	4.1	0.5
